Compound activity (PubChem)
Lipid storage S3: qHTS Assay for Lipid Storage Modulators in Drosophila S3 Cells. hit rate 0.64% among 320,000. AID 2685. Drosophila S3 cells, BODIPY lipid droplet fluorescence, 18-24 h; cells fed with added oleic acid. lipid storage change, negative = inhibition, % at the top dose, mostly 46.1 µM; hits show Potency in µM; active means well fitted inhibition curve with a large enough effect in the signal ratio, with a control signal flat, not every such curve was filed as active; inconclusive means small, poorly fitted or top-dose-only effect, or effect the other way, or a change in a side signal; the % refers to the signal ratio
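Drosophila S3 cells loaded with oleic acid (400 uM, as added) and compounds at several concentrations; lipid droplets imaged by 488-nm laser-scanning cytometry, 500–530 nm intensity and object ratio to cell channel. Percent activity normalized to 20 uM Triacsin C.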
Lipid storage S3 cell count max: also measured in Lipid storage S3; calls as there; cell number change, %; measured here: cell count max response;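 cells counted by Cell Tracker Red CMTPX staining in the red channel; peak over a dose series mostly up to 46.1 µM; percent activity relative to internal control wells on each plate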
Active calls of the source: *; i = inactive; ? = inconclusive; . = no result given; [ ] = remark or other dose. On the % scale 0 is the no-effect control and ±100 the full control effect; potency means the concentration at half of the fitted maximal effect.

SMILES	Lipid storage S3	Lipid storage S3 cell count max
COc1ccc(CCC(=O)NCC2CCCCC2)cc1OC	?	.
CCOC(=O)c1cc(OC(=O)c2cccnc2)n(-c2ccccc2)n1	12%	6
CC1(C)CC(=O)C(C(C2=C(O)CC(C)(C)CC2=O)c2ccc(Cl)c([N+](=O)[O-])c2)C(=O)C1 (stereo not given)	-25%	-25
CCOC(=O)c1nn(-c2ccccc2C)c(=O)cc1OCC(=O)N1CCN(c2ccccc2)CC1	-18%[0.0737 µM]	-9
CC(Sc1nnc(Nc2ccccc2F)s1)C(=O)NC1CC1 (stereo not given)	?	.
COc1ccc(N(CC(=O)O)S(=O)(=O)c2ccccc2[N+](=O)[O-])c(OC)c1	?	.
COc1ccc(S(=O)(=O)NCCSc2ccc(Cl)cc2)cc1OC	1%	-9
COc1ccccc1NS(=O)(=O)c1cccc2nsnc12	7%	2
Oc1ccccc1Nc1nc(NCC2CCCO2)c2ccccc2n1 (stereo not given)	27%	5
C/C(=N\O)c1c(C)c2ccccc2n1C	23%	-20
O=C(/C=C/c1cccc(F)c1)OCC(=O)N1CCCc2ccccc21	?	.
COc1cccc(CNC(=O)c2cccnc2Sc2ccccc2)c1	?	.
Cc1ccc(N2/C(=N/c3nc(C)cc(C)n3)NC(=O)CC2C(=O)O)cc1 (stereo not given)	?	.
Cc1cc(C)nc(Sc2c(C)n[nH]c2C)n1	?	.
Cc1ccc(N2C(=O)C(O)(C(F)(F)F)C3=C2CC(C)(C)CC3=O)cc1C (stereo not given)	-17%	-2

7 entries from above, arranged by SMILES length, descending.
SMILES	Lipid storage S3	Lipid storage S3 cell count max
CCOC(=O)c1nn(-c2ccccc2C)c(=O)cc1OCC(=O)N1CCN(c2ccccc2)CC1	-18%[0.0737 µM]	-9
Cc1ccc(N2C(=O)C(O)(C(F)(F)F)C3=C2CC(C)(C)CC3=O)cc1C (stereo not given)	-17%	-2
CCOC(=O)c1cc(OC(=O)c2cccnc2)n(-c2ccccc2)n1	12%	6
COc1ccc(S(=O)(=O)NCCSc2ccc(Cl)cc2)cc1OC	1%	-9
CC(Sc1nnc(Nc2ccccc2F)s1)C(=O)NC1CC1 (stereo not given)	?	.
Cc1cc(C)nc(Sc2c(C)n[nH]c2C)n1	?	.
C/C(=N\O)c1c(C)c2ccccc2n1C	23%	-20

(listing goes on)
SMILES	Lipid storage S3	Lipid storage S3 cell count max
COc1ccccc1N1C(=O)C2ON(c3ccccc3)C(c3ccc(N(C)C)cc3)C2C1=O (stereo not given)	?	.
O=C(N[C@@H](Cc1ccccc1)C(=O)O)c1cccs1	?	.
N#C/C(=C(/O)c1ccc([N+](=O)[O-])cc1)c1nnc2n1CCCCC2	?	.
COc1ccc(/C(C)=N/OC/C(O)=C(\C#N)c2nc3ccccc3[nH]2)c(OC)c1	-16%	-20
COc1cc(C(=O)NC(=S)Nc2ccc([N+](=O)[O-])cc2C)cc(OC)c1OC	?	.
Cc1ccc(S(=O)(=O)N2CCN(C(=O)Cn3c(=O)oc4ccccc43)CC2)c(C)c1	?	.
CCC(C)(C)n1nnnc1C(c1cc2cc(C)cc(C)c2[nH]c1=O)N1CCN(C(=O)c2ccco2)CC1 (stereo not given)	-6%	-7
O=c1c2cc3c(nc2[nH]c(=S)n1-c1ccccc1)CCCC3	-4%	9
COc1ccccc1-c1n[nH]c(=S)n1-c1ccccc1	7%	6
CCn1c(/C=C/c2c(C)n(CC)c3ccccc23)nc2ccccc2c1=O	7%	-12
Cc1[nH]c(C)c(S(=O)(=O)N(Cc2ccccc2)C(C)C)c1C(=O)N1CCCC1	-8%	8
CCCC(C(=O)NC(C)(C)CC)N(Cc1ccco1)C(=O)CNS(=O)(=O)c1ccccc1 (stereo not given)	?	.
Cc1cnc(C(=O)N2CCCC(C(=O)c3ccc(Cl)cc3C)C2)cn1 (stereo not given)	?	.
CC(NCc1ccc(OCc2ccc(Cl)cc2)cc1)C(O)c1ccccc1 (stereo not given)	?	.
Cc1cs/c(=N\N=C\c2ccc(O)cc2)n1Cc1ccco1	29%	.
C=CCNC(=O)/C(=C/c1cccc([N+](=O)[O-])c1)NC(=O)c1ccco1	i	-12
O=C(c1ccc(COc2ccccc2Cl)o1)N1CCOCC1	?	.
CCOC(=O)CC1(NC(=O)C2CCC(=O)N(CCc3ccccc3)C2)CCCCC1 (stereo not given)	i	.
CC(C)N1CCN(Cc2ccc(OCc3ccccc3)cc2)CC1CCO (stereo not given)	7%	0
COC(=O)c1cc(NC(=O)Cc2ccccc2[N+](=O)[O-])cc(C(=O)OC)c1	i	.
Cc1ccc(OCCn2cccn2)c(C)c1	?	.
CCc1c(C(=O)N/N=C/c2cccs2)nnn1-c1nonc1N	?	.
COc1ccc(CCN2C(=O)c3[nH]nc(-c4ccccc4O)c3C2c2ccc(C)cc2)cc1OC (stereo not given)	-13%	.
COc1ccc(NC(=O)CN(C)C(=O)C(NC(=O)c2ccco2)C(C)C)cc1 (stereo not given)	16%	17
Cc1ccc(N2CCCn3c2cc(C)c(C#N)c3=O)cc1C	4%	-11
O=[n+]1cc(-c2ccccc2)n([O-])c2c1CCC2	i	6
CCOC(=O)c1nn(-c2ccccc2)c2nc(Nc3ccccc3)cc(=O)n12	?	.
Cc1ccnc(NC(=O)c2ccc(S(=O)(=O)N3CCCCCC3)cc2)c1	?	.
CCc1ccc(CN2C(=O)c3ccccc3C2C(=O)NCc2cccnc2)cc1 (stereo not given)	?	.
CCc1ccccc1NC(=S)N(CCN(C)C)C(C)c1cccnc1 (stereo not given)	-3%	-3
CC(=O)Nc1nonc1NC(C)=O	?	.
Cc1ccccc1C(OCCN(C)C)C1CCCCC1 (stereo not given)	?	.
CCCCC(CC)CNC(=O)C(=O)c1ccccc1NC(C)=O (stereo not given)	?	.
CCCCCN(C(=O)CCC(=O)OCc1cccc(C)c1)c1c(N)n(CCCC)c(=O)[nH]c1=O	14%	.
Cc1cc(NCCC(C)C)n2nc(C)c(-c3ccccc3)c2n1	?	.
CC(=O)/C(N=Nc1cccc(C(F)(F)F)c1)=C(\C)O	8%	8
COc1ccc(CNC(=O)CCN2C(=O)c3ccncc3C2=O)cc1OC	2%	-6
COc1ccc(/C=N/NC(=O)C(C)n2cnc3ccccc3c2=O)cc1 (stereo not given)	i	9
COc1ccccc1OCC(=O)Nc1ccc(N2CCOCC2)cc1N1CCOCC1	-21%	3
O=C(CCc1nc(-c2ccc(Cl)cc2)no1)NCc1ccccc1CN1CCOCC1	7%	-2
C=CCN1C(=O)C(CC(=O)Nc2ccccc2)N(Cc2ccccn2)C1=S (stereo not given)	1%	-3
COc1cccc(-c2nc(N3CC(C)CC(C)C3)c3ccccc3n2)c1O (stereo not given)	3%	-29
Cc1cc(Cl)ccc1NC(=O)C1COc2ccccc2O1 (stereo not given)	i	.
CC(=O)c1cc(-c2ccc(F)cc2)n(CC(=O)NCc2cccs2)c1C	-10%	29
O=C(CSCc1nc2c(nnn2Cc2ccc(F)cc2)c(=O)[nH]1)Nc1cccc(C(F)(F)F)c1	16%	0
CCCCN(C(=O)Cn1nnc2ccccc21)C(C(=O)NCCOC)c1ccc(OC)cc1OC (stereo not given)	i	21
COc1cc(-c2nc3ccccn3c2/N=C/c2cccc(OC)c2O)ccc1O	3%	6
COc1ccccc1C(CNC(=O)C1COc2ccccc2O1)N1CCCC1 (stereo not given)	?	.
COc1ccc(C(=O)Nc2ccc(S(=O)(=O)Nc3onc(C)c3C)cc2)c(OC)c1	10%	9
COCCNC(=O)C(c1cccc(OC)c1)N(Cc1cccs1)C(=O)Cn1nnc2ccccc21 (stereo not given)	2%	8
CC/C(=N\O)C(C)(C)/[N+]([O-])=C/c1ccc(Br)cc1	-10%	-6
CNC(=O)COc1cccc(C(=O)NCc2ccccc2)c1	?	.
C[C@@H](C(=O)N1CCN(C(=O)OC(C)(C)C)CC1)n1cc(-c2cn([C@@H](C)C(=O)N3CCN(C(=O)OC(C)(C)C)CC3)nn2)nn1	4%	14
O=C(Nc1ccccc1N1CCOCC1)c1cc(Br)c(Br)s1	?	.
CC1CCN(C(c2ccc(N(C)C)cc2)c2nnnn2C(C)(C)C)CC1 (stereo not given)	i	5
O=C(Cc1coc2ccc3ccccc3c12)Nc1nccs1	i	.
CCNC(=O)CC1C(=O)N(c2ccc(F)cc2)C(=S)N1CCc1ccncc1 (stereo not given)	?	.
Cn1nnnc1SCC(=O)NCc1cc([N+](=O)[O-])ccc1O	?	.
Cc1c(Cl)cnc(NC(=O)COC(=O)c2ccc(S(=O)(=O)NCc3ccco3)cc2)c1Cl	3%	-11
O=C1Nc2cccnc2N(C(=O)CCl)c2ccccc21	?	.

Reformatted in markdown: part of the list above
| compound | Lipid storage S3 | Lipid storage S3 cell count max |
| --- | --- | --- |
| COCCNC(=O)C(c1cccc(OC)c1)N(Cc1cccs1)C(=O)Cn1nnc2ccccc21 (stereo not given) | 2% | 8 |
| CCNC(=O)CC1C(=O)N(c2ccc(F)cc2)C(=S)N1CCc1ccncc1 (stereo not given) | ? | . |
| COc1cc(-c2nc3ccccn3c2/N=C/c2cccc(OC)c2O)ccc1O | 3% | 6 |
| COc1ccc(C(=O)Nc2ccc(S(=O)(=O)Nc3onc(C)c3C)cc2)c(OC)c1 | 10% | 9 |
| CNC(=O)COc1cccc(C(=O)NCc2ccccc2)c1 | ? | . |
| O=C1Nc2cccnc2N(C(=O)CCl)c2ccccc21 | ? | . |
| COc1ccccc1C(CNC(=O)C1COc2ccccc2O1)N1CCCC1 (stereo not given) | ? | . |

(more compounds)
SMILES	Lipid storage S3	Lipid storage S3 cell count max
Cc1ccc2nc(-c3ccc(NC(=O)c4ccco4)cc3)[nH]c2c1	?	.
O=C(O)c1ccccc1C1=Nc2ccc(O)cc2Oc2cc(O)ccc21	?	.
CCOc1ccc(-n2cc(C(=O)Nc3cccc(OC)c3)c3cc(OC)c(OC)cc3c2=O)cc1	?	.
COC(=O)CSc1nccc(-c2ccc(F)cc2)c1C#N	6%	22
COc1ccc(NS(=O)(=O)c2ccc(Cl)c(C(=O)O)c2)cc1S(=O)(=O)N1CCCCC1	?	.
O=Cc1cnc2ccccc2c1-c1ccccc1	-14%	-19
COc1ccccc1CN(C)C(=O)C1(c2ccc(Cl)cc2)CC1	-1%	-14
O=C(CSc1nc(-c2ccccc2Cl)ns1)NCc1ccc2c(c1)OCO2	-6%	.
CCCc1nc(SCC(=O)N2CCCC2)c2ccccc2n1	-14%	.
O=C(Nc1ccc2c(c1)oc1ccccc12)C1CC1	?	.
COc1ccccc1NS(=O)(=O)c1cccc(C(=O)N2CC(C)OC(C)C2)c1 (stereo not given)	?	.
COc1ccc(-n2nnnc2SCC(=O)NCc2cccs2)cc1	26%	-2
COc1ccc(S(=O)(=O)N2CCN(c3ccc(F)cc3)CC2)cc1C(=O)N1CCCC1	?	.
COc1ccc(CNc2nc3ccccc3n2CCN2CCCCC2)c(OC)c1	2%	-16
Cc1cc(S(=O)(=O)NCC(c2ccc(F)cc2)N2CCN(C)CC2)ccc1F (stereo not given)	?	.
CC(=O)c1cc(CN2CCC(n3nccc3NC(=O)c3ccccc3)CC2)cs1	?	.
O=S(=O)(Nc1ncccn1)c1ccccc1	-7%	-3
CC(OC(=O)c1ccc(Cl)nc1)C(=O)Nc1ccc2c(c1)OCO2 (stereo not given)	?	.
O=[N+]([O-])c1ccc(OCC(O)CN(C2CCCCC2)C2CCCCC2)cc1 (stereo not given)	?	.
COc1ccc(OCCCC(=O)OCC(=O)Nc2nnc(-c3ccccc3)o2)cc1	-7%	-4
O=C(NCC(c1ccco1)N1CCOCC1)c1ccc(C(F)(F)F)cc1 (stereo not given)	24%	.
O=C(CN1CCN(CC(=O)Nc2ccccc2F)CC1)Nc1ccc2c(c1)OCCO2	?	.
CCC(C)C(NC(=O)c1ccc(Cl)cc1Cl)C(=O)O (stereo not given)	1%	2
O=C(CCc1n[nH]c(=O)[nH]c1=O)N/N=C/c1ccc(Br)o1	?	.
CCOC(=O)N1CCC(N2C(=O)c3ccccc3C2Nc2ccc(S(=O)(=O)N3CCOCC3)cc2)CC1 (stereo not given)	-4%	3
CCNc1ccc(C(=O)O)cc1N	-6%	4
O=C(COc1ccccc1F)N1CCN(S(=O)(=O)/C=C/c2ccccc2)CC1	25%	.
Nc1c(C(=O)c2ccco2)oc2ccccc12	?	.
O=C(O)c1cc2ncc(-c3[nH]ncc3[N+](=O)[O-])cn2n1	1%	26
CCOc1ccc(CCNC(=O)c2cc([N+](=O)[O-])ccc2N2CCOCC2)cc1OCC	?	.
O=C(CSc1nnc(CNC(=O)c2c(F)cccc2F)o1)Nc1ccc2c(c1)OCO2	?	.
O=[N+]([O-])c1cc(-c2ccc(/C=N/n3cnnc3)o2)ccc1Cl	-18%	-6
Cc1cc(C)n(CCCN2C(=O)c3cccc4cccc(c34)C2=O)n1	i	.
CCOc1ccc(C(=O)NCC(=O)OCC(=O)Nc2nnc(-c3ccccc3)o2)cc1	0%	-6
CC(=O)c1ccc(C(=O)N2CCCC(C(=O)c3ccc(Cl)cc3)C2)s1 (stereo not given)	?	.
Cc1ccc2c(c1)N(C(C)C(=O)NCc1ccc3c(c1)OCO3)C(=O)CO2 (stereo not given)	-14%	8
COC(=O)c1cccc(-n2[nH]nnc2=S)c1	?	.
CC(=O)c1ccc(NC(=O)N2CCN(c3cccc(Cl)c3)CC2)cc1	i	.
Cc1cc(NC(=O)CN2CCCCC2C)no1 (stereo not given)	-1%	1

Only part of the results is shown, so the mix of outcomes need not match the whole.
